Assay outcomes: PubChem BioAssay, Broad Institute
FN deposit inh: fibronectin deposition inhibition; AH1F fibroblasts, Alexa488-fibronectin deposition fluorescence, overnight; inhibition, % at 12.6 µM; 350,000 compounds, 0.086% hits;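 active = mean inhibition across replicates of 30% or more, regardless of how many single replicates reach that level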;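 also: positive control wells lacked labelled fibronectin entirely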
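Material – AH1F fibroblast monolayer, labelled fibronectin deposition · Reagent – labelled fibronectin 24 nM · Timing – 1 h adhesion, overnight exposure · Measured by – fluorescence at 485 nm excitation, 525 nm emission · Read-out – inhibition of fibronectin deposition signal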
CFTR F508del cor: correctors of CFTR F508del function in bronchial epithelial cells; CFBE cells, YFP halide quenching; stimulated with forskolin plus potentiator P3; % fluorescence drop versus neutral controls; activity (quench increase), % at 7.58 µM; 350,000 compounds, 0.36% hits; AID 720511;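 active = mean added fluorescence quench of at least 8% versus neutral control, with both replicates also reaching 8%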;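 also: cells transiently co-express mutant CFTR-F508del with the halide-sensitive YFP; corrector assay measuring rescue of mutant channel to the surface after 24 h compound exposure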
Statin myotox sup: suppressors of simvastatin-induced myotoxicity in C2C12 myotubes. rescue of ATP level, % at 7.49 µM. ATP luminescence, 48 h; scaled: DMSO 0, geranylgeraniol control 100. 330,000 compounds, 0.78% hits;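 active = mean ATP rescue above about 67%, or every replicate alone reaching that limit, limit read from the data, passing the limit was not always enough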;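 also: myotubes were challenged with 10 µM simvastatin during compound exposure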
miR-122 sensor: miR-122 inhibition in Huh7 cells. Huh7 miR-122 Renilla luciferase sensor, 48 h; neutral wells = 0, positive control = 100. activation (reporter increase), % at 12.5 µM. 340,000 compounds, 0.3% hits. AID 602342;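 active = mean replicate activation score at least 90 and every replicate individually at or above 90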;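 also: higher luciferase means less miR-122 activity so hits act as miR-122 inhibitors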
PglD inh: blocks C. jejuni PglD acetyltransferase activity | purified PglD enzyme, DTNB colorimetric CoA detection | inhibition, % at 12.5 µM | 360,000 compounds, 0.098% hits | AID 602405; in the data active = inhibition above about 16%, passing the limit was not always enough; also: strong numbers were not always called active
Cneo AK release: Cryptococcus neoformans lysis via adenylate kinase release; lysis activity, % at 15 µM; 360,000 compounds, 0.2% hits; C. neoformans lysis, adenylate kinase release luminescence, 4 h; normalised: neutral wells 0, clomiphene wells 100;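 active = mean lysis activity across replicates of at least 80%, whatever share of replicates individually reach that level; inactive = mean lysis activity below 80%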
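Assay system: C. neoformans cells. Amount: yeast cell density of 5 × 10^6 cells/mL. Technique: AK luminescence. Buffer or medium: YPD. Times: static 4 h at 37 °C with compound, 1 h detection. Dosing: single-point compound dose. Read-out: lysis from increased AK signal.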
PGC1a acetyl inh: PGC1a acetylation modulation, inhibitor mode; U2OS PGC1a acetylation, AlphaScreen anti-acetyl-lysine; with virally co-expressed GCN5 acetyltransferase; inhibition, % at 15.6 µM; 350,000 compounds, 0.17% hits;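 active = every replicate shows inhibition of at least 40%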;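 also: 0% = neutral control wells and 100% = positive control wells; some results beyond the cut were filed as inactive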
INS-1E GSIS act: primary screen for activators of insulin secretion dependent on glucose, INS-1E cells, GLuc reporter luminescence; INS-1E GLuc reporter insulin secretion, 2-3 h; activation, % at 16.6 µM; 370,000 compounds, 0.61% hits;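 active = lowest replicate activation of at least 40%, so every replicate reaches that level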;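 also: 0% = median of neutral control wells and 100% = median of IBMX positive control wells; some compounds called inactive have numbers as strong as hits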
Numbers without * were called inactive; & = joins results of further samples; [ ] = remark or other dose.

CC(=O)OCC(=O)[C@@]12OC(C)(C)O[C@@H]1CC1C3C[C@H](F)C4=CC(=O)C=CC4(C)[C@@]3(F)C(O)CC12C (stereo partly specified) was read as FN deposit inh -4, CFTR F508del cor 2.5, Statin myotox sup 8, miR-122 sensor 4, PglD inh 4, Cneo AK release 1 and INS-1E GSIS act -11.
`CCC(=O)Nc1ccc2c(c1)C(=O)N(C)C[C@H](OC)[C@H](C)CN(Cc1ccncc1)[C@H](C)CO2` gave FN deposit inh -2, CFTR F508del cor -2.5, Statin myotox sup 2, PglD inh 2, Cneo AK release -1, PGC1a acetyl inh 4 and INS-1E GSIS act -1.
`CCN(C(=O)CCN1C(=O)/C(=C/c2ccccc2)SC1=S)C1CCS(=O)(=O)C1` (stereo unspecified) gave FN deposit inh -2, CFTR F508del cor 5.5, Statin myotox sup 26, miR-122 sensor 8, PglD inh -3, Cneo AK release 1, PGC1a acetyl inh 5 and INS-1E GSIS act -2.
For CC(O)CCC(=O)NNC1CC(=O)N(c2ccccc2)C1=O (stereo unspecified) the results were FN deposit inh -1, CFTR F508del cor 1.6, miR-122 sensor -6, PglD inh 6, Cneo AK release 0 and PGC1a acetyl inh 4.
CO[C@H]1CN(C)C(=O)c2ccc(NC(=O)NC(C)C)cc2OC[C@@H](C)N(C)C[C@H]1C was read as FN deposit inh -2, CFTR F508del cor -1.4, Statin myotox sup 18, Cneo AK release 0, PGC1a acetyl inh -10 and INS-1E GSIS act 0.
For COc1cc2c(cc1OC)C(c1cc3cc(OC)c(OC)cc3[nH]c1=O)N(C(=O)C1CC1)CC2 (stereo unspecified) the results were FN deposit inh 0, Statin myotox sup 7, miR-122 sensor -10, PglD inh 4, Cneo AK release -1, PGC1a acetyl inh 6 and INS-1E GSIS act -16.
`CN1C[C@H]2[C@@H](c3ccccc31)[C@@H](CO)N2C(=O)C1CCOCC1` gave FN deposit inh -9, CFTR F508del cor -0.6, Statin myotox sup 11, miR-122 sensor -36[16.7 µM], PglD inh 2, Cneo AK release 3, PGC1a acetyl inh -2 and INS-1E GSIS act -1.
`O=C(CNC(=O)c1ccc(Br)o1)Nc1ccc(F)c(S(=O)(=O)N2CCOCC2)c1` gave CFTR F508del cor -0.4, Statin myotox sup -14, miR-122 sensor -6, PglD inh 5, Cneo AK release -1, PGC1a acetyl inh 0 and INS-1E GSIS act 1.
For CO[C@@H]1CN(C)C(=O)c2cc(NC(C)=O)ccc2OC[C@H](C)N(C(=O)c2ccc(F)cc2)C[C@H]1C the results were FN deposit inh 1, CFTR F508del cor -0.9, Statin myotox sup 0, PglD inh 1, Cneo AK release -4, PGC1a acetyl inh 2 and INS-1E GSIS act -2.
Screening NNc1nc(NCc2ccccc2)nc(N2CCOCC2)n1 returned miR-122 sensor 2, PglD inh 0, Cneo AK release 0 and PGC1a acetyl inh -29.
For O=C([C@H]1[C@H](CO)[C@H]2Cn3c(cccc3=O)[C@@H]1N2CC1CC1)N1CCc2ccccc2C1 the results were Statin myotox sup -12, PglD inh -1, Cneo AK release 1 and INS-1E GSIS act 7.
For CCO[C@@H]1OC(C(=O)NCc2ccccc2)=C[C@H](C(C)(C)C)[C@H]1CCCO the results were FN deposit inh 1, CFTR F508del cor 2.8&0.5, Statin myotox sup -5, miR-122 sensor -5, PglD inh 9&0, Cneo AK release 54&2 and INS-1E GSIS act -7.
`CC1CCC/C(=C(\C#N)c2nc(-c3cc4ccccc4oc3=O)cs2)C1` (stereo unspecified) gave FN deposit inh -6, Statin myotox sup -5, miR-122 sensor -2 and INS-1E GSIS act -17.
`O=C(Cn1c(CO)nc2ccccc21)NCCc1ccccc1` gave FN deposit inh 7, CFTR F508del cor -2.5, Statin myotox sup -3, miR-122 sensor -2, PglD inh 2, Cneo AK release 0, PGC1a acetyl inh 6 and INS-1E GSIS act 2.
`CCNC(=O)C[C@@H]1CC[C@H]2[C@@H](COC[C@H](O)CN2C(=O)Nc2ccc(Cl)c(Cl)c2)O1` gave FN deposit inh -4, CFTR F508del cor -2.6, Statin myotox sup -7, miR-122 sensor -7[16.7 µM], PglD inh 0, Cneo AK release -8, PGC1a acetyl inh 3 and INS-1E GSIS act -28.
c1csc(-c2nn[nH]n2)c1 was read as Statin myotox sup -7, miR-122 sensor -2, PglD inh -4, Cneo AK release 1 and PGC1a acetyl inh -10.
Screening O/C(=C\Sc1nnc(Cc2ccccc2)o1)c1ccc(F)cc1 returned Statin myotox sup -6, PglD inh 1, Cneo AK release -1 and PGC1a acetyl inh 1.
For COc1ccc(N(C)C(=O)Nc2ccc3nsnc3c2)cc1 the results were CFTR F508del cor -0.8, Statin myotox sup -6, miR-122 sensor -8, PglD inh -1, Cneo AK release -4, PGC1a acetyl inh 10 and INS-1E GSIS act -5.
`CN(C)C=Nc1ccc2nc3c(cc2c1)[nH]c1ccccc13` gave FN deposit inh 3, CFTR F508del cor 2.5, Statin myotox sup -14 and INS-1E GSIS act 17.
For O=C(NCc1ccccc1)c1cccc(NC(=O)c2ccccc2)c1 the results were CFTR F508del cor 2.4, Statin myotox sup -18, miR-122 sensor 42, PglD inh 2, Cneo AK release 2, PGC1a acetyl inh -9 and INS-1E GSIS act -3.

Not a retest: an excerpt of the list.
CC(=O)OCC(=O)[C@@]12OC(C)(C)O[C@@H]1CC1C3C[C@H](F)C4=CC(=O)C=CC4(C)[C@@]3(F)C(O)CC12C (stereo partly specified) was read as FN deposit inh -4, CFTR F508del cor 2.5, Statin myotox sup 8, miR-122 sensor 4, PglD inh 4, Cneo AK release 1 and INS-1E GSIS act -11.
`CCC(=O)Nc1ccc2c(c1)C(=O)N(C)C[C@H](OC)[C@H](C)CN(Cc1ccncc1)[C@H](C)CO2` gave FN deposit inh -2, CFTR F508del cor -2.5, Statin myotox sup 2, PglD inh 2, Cneo AK release -1, PGC1a acetyl inh 4 and INS-1E GSIS act -1.
`CCN(C(=O)CCN1C(=O)/C(=C/c2ccccc2)SC1=S)C1CCS(=O)(=O)C1` (stereo unspecified) gave FN deposit inh -2, CFTR F508del cor 5.5, Statin myotox sup 26, miR-122 sensor 8, PglD inh -3, Cneo AK release 1, PGC1a acetyl inh 5 and INS-1E GSIS act -2.
For CC(O)CCC(=O)NNC1CC(=O)N(c2ccccc2)C1=O (stereo unspecified) the results were FN deposit inh -1, CFTR F508del cor 1.6, miR-122 sensor -6, PglD inh 6, Cneo AK release 0 and PGC1a acetyl inh 4.

Following part
`CCOC(=O)c1ccc(/[N+]([O-])=C/c2ccccc2)cc1` gave FN deposit inh 0, CFTR F508del cor 1.2, Statin myotox sup -9, miR-122 sensor -3, PglD inh -7, Cneo AK release -1, PGC1a acetyl inh -2 and INS-1E GSIS act 5.
For Cc1cccc(C)c1NC(=O)CN(C)C(=O)CN1C(=O)NC2(CCCC2)C1=O the results were FN deposit inh 8, CFTR F508del cor 0.9, Statin myotox sup 6 and INS-1E GSIS act 4.
For COC(=O)C1CCCCN1C(=O)c1ccc(OC2CCN(C(C)=O)CC2)c(OC)c1 (stereo unspecified) the results were FN deposit inh 0, CFTR F508del cor -0.2, Statin myotox sup 2, PglD inh 1, Cneo AK release 2 and INS-1E GSIS act 22.
For C=CCn1c(O)c(N=NC(=O)CNC(=O)Cc2ccccc2)c2ccccc21 the results were FN deposit inh -9, CFTR F508del cor 1.5, Statin myotox sup -9, miR-122 sensor -5, PglD inh 2, Cneo AK release 4, PGC1a acetyl inh -3 and INS-1E GSIS act -2.
Cc1noc(C)c1S(=O)(=O)N(C)C[C@H]1Oc2ccc(NC(=O)Nc3ccc4c(c3)OCO4)cc2CC(=O)N([C@H](C)CO)C[C@@H]1C was read as CFTR F508del cor -2.0, Statin myotox sup -1, miR-122 sensor -4[16.7 µM], PglD inh 1, Cneo AK release -1, PGC1a acetyl inh 11 and INS-1E GSIS act -11.
Cc1ccc(CNC(=O)CSc2nc(N3CCCCC3)nc(N3CCCCC3)n2)cc1 was read as Statin myotox sup -8, miR-122 sensor 2, PglD inh -9, Cneo AK release -1 and PGC1a acetyl inh 17.
`CN(CC(=O)Nc1ccc(Cl)c(Cl)c1)CC(=O)N1CCc2ccccc21` gave FN deposit inh -1, CFTR F508del cor 5.0, Statin myotox sup 4, miR-122 sensor -7, PglD inh 3, Cneo AK release -7 and PGC1a acetyl inh -9.
Screening CCN(CC)S(=O)(=O)c1cc(NC(=O)CCNC(=O)c2ccco2)ccc1C returned FN deposit inh 9, CFTR F508del cor 1.1, Statin myotox sup 0, miR-122 sensor -7, PglD inh -5, Cneo AK release 0, PGC1a acetyl inh 1 and INS-1E GSIS act 15.
Screening C=C1CCCC2OC(CC3=CC4/C(C)=C/CC(C)CC(/C=C(\C)C(O)C5CC(O)C(O)C(CCC(O)/C=C/C(C)=C/CCC6=NCCC(C3)C64C)O5)OC(=O)CC3OC(C(O)C1)C(O)C3O)CC(O)C2O (stereo unspecified) returned CFTR F508del cor -0.5, Statin myotox sup -220, miR-122 sensor 13, PglD inh 1, Cneo AK release 0 and PGC1a acetyl inh -3.
CN1C(=O)c2cc(NC(=O)c3ccc(C(F)(F)F)cc3)ccc2OC[C@H]2O[C@H](CC(=O)NCc3ccc4c(c3)OCO4)CC[C@@H]21 was read as FN deposit inh 28, CFTR F508del cor -1.4, Statin myotox sup 26, miR-122 sensor -83[16.7 µM], PGC1a acetyl inh -6 and INS-1E GSIS act 2.
`O=C(Nc1cccc(C(F)(F)F)c1)C1Cc2c(-c3ccc(Cl)cc3)ccnc2O1` (stereo unspecified) gave FN deposit inh 1, CFTR F508del cor 0.3, Statin myotox sup -1, miR-122 sensor 5, PglD inh 5, Cneo AK release 0 and INS-1E GSIS act -41.
CSc1oc(-c2ccco2)nc1S(=O)(=O)c1ccc(Br)cc1 was read as FN deposit inh -2, CFTR F508del cor 1.1, Statin myotox sup 32, miR-122 sensor -4, PglD inh 2, Cneo AK release 0, PGC1a acetyl inh -2 and INS-1E GSIS act 11.
Cc1noc(C)c1S(=O)(=O)Nc1ccc2c(c1)CC(=O)N([C@H](C)CO)C[C@@H](C)[C@@H](CN(C)Cc1ccc(-c3ccccc3)cc1)O2 was read as CFTR F508del cor -0.1, Statin myotox sup 98*, miR-122 sensor 5[16.7 µM], PGC1a acetyl inh 3 and INS-1E GSIS act -15.
`CCNC(=O)C[C@H]1C=C[C@@H](NC(=O)NC2CCCCC2)[C@@H](CO)O1` gave FN deposit inh -5, CFTR F508del cor 0.0, Statin myotox sup 6, PglD inh -1, Cneo AK release 0, PGC1a acetyl inh -3 and INS-1E GSIS act 4.
For C[C@@H]1CN([C@H](C)CO)C(=O)c2cc(NS(C)(=O)=O)ccc2O[C@@H](C)CCCCO[C@H]1CN(C)Cc1ccc2c(c1)OCO2 the results were CFTR F508del cor -0.7, Statin myotox sup -3, miR-122 sensor -1[16.7 µM], PglD inh 0, Cneo AK release 1, PGC1a acetyl inh -2 and INS-1E GSIS act 6.
Screening Cc1cc(C)n2nc(N)c(N=Nc3ccc4c(c3)OCO4)c2n1 returned FN deposit inh 4, miR-122 sensor -9, PglD inh 6, Cneo AK release 0, PGC1a acetyl inh -3 and INS-1E GSIS act 19.
COc1ccc(N2CC(C(=O)NCc3ccco3)CC2=O)cc1 (stereo unspecified) was read as FN deposit inh -5, CFTR F508del cor 0.1, Statin myotox sup 2, miR-122 sensor -4, PglD inh 0, Cneo AK release 0, PGC1a acetyl inh -3 and INS-1E GSIS act -6.
For CCOC(=O)CC(=O)c1[nH]c(C)c(C(=O)OCC)c1C the results were FN deposit inh -1, CFTR F508del cor 1.7, PGC1a acetyl inh 3 and INS-1E GSIS act 4.
